UDG counterscr: counter-screen for AID inhibitors: uracil-DNA glycosylase inhibition; 0.14% of 91,000 active; FRET deamination/UDG coupled assay, UDG read, 4 h; Potency, µM (titrated, usually from 115 µM), inactives show top-dose activity change, negative = inhibition, most hits filed as inhibitors; further: nearly all actives have a fitted effect of over 65% in size
AID inh: blocks human AID cytidine deaminase activity; AID deamination FRET fluorescence, UDG-coupled, 4 h; Potency, µM (series often up to 115 µM), for inactives: at the highest dose activity change, negative = inhibition, hits mostly inhibitors; 0.32% of 91,000 active; AID 1347428; further: nearly all actives have a fitted effect of over 25% in size
Target sequence (Q9GZX7 whole entry, looked up): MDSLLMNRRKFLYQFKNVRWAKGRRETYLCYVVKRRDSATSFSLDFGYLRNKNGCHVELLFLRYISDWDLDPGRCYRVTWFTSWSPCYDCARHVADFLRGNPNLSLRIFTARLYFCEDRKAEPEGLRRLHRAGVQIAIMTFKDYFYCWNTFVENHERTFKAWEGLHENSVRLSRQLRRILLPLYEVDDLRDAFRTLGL
Numbers without * were called inactive; u = inconclusive; [ ] = another dose, or the depositor's remark. The call rests on the fitted dose curve; in most records, active means well fitted curve in the direction sought with a large enough effect; inconclusive means small, poorly fitted or top-dose-only effect, or another doubt; inactive means no such curve, though single readings can be large; an effect the other way counts as inactive or inconclusive. On the % scale 0 is the no-effect control and ±100 the full control effect; potency means the concentration at half of the fitted maximal effect.

Every second line gives: UDG counterscr	AID inh
[1] Cc1cc(C(F)F)n2nc(C(=O)Nc3ccc(C(C)C)cc3)nc2n1
  -4%	-3%
[2] COc1ccccc1C(=O)Nc1nnc(SCc2cc(=O)c3ccccc3[nH]2)s1
  -13%[57.5 µM]	u
[3] CCN(CC)S(=O)(=O)c1ccc(S(=O)(=O)Nc2c(C)cccc2C)cc1
  -2%	0%
[4] CC(Oc1ccccc1)C(=O)Nc1ccccc1C(=O)OCc1cc(=O)n2nc(C(C)C)sc2n1 (centres undefined)
  -7%	8%
[5] Cn1c(COc2ccc3c(c2)CCCC3)nnc1SCC(=O)NC1CCCCC1
  0%	-14%
[6] Fc1ccccc1CSc1nnc(-c2c[nH]c3ccccc23)n1C1CC1
  1%	-10%
[7] CCN1CCN(c2nc3ccccc3nc2NS(=O)(=O)c2cc(Cl)ccc2Cl)CC1
  2%	22%
[8] COCCNC(=S)N/N=C/c1ccc(C(C)(C)C)cc1
  -12%	-16%
[9] Cc1oc(-c2ccccc2)nc1CNC(=O)NC1CCCCC1
  49%[activator]	7%
[10] COCCCNC(=O)CSc1ccc(C)c(C)c1
  -1%	0%
[11] COc1cccc(/C=C(/C(=O)c2ccccc2)c2nc3ccccc3s2)c1
  -8%	1%
[12] N#Cc1c(-c2ccccc2)cc(-c2cccs2)nc1SCCS(=O)(=O)c1nc2ccccc2s1
  -4%	2%
[13] Cc1ccc(C(=O)NC(NC(=O)c2ccccc2)C(Cl)Cl)cc1 (centres undefined)
  -4%	8%
[14] CCCOc1ccc(-c2nonc2NC(=O)c2cc(OC)c(OC)c(OC)c2)cc1OCCC
  -3%	-14%
[15] CC(=O)N1CCc2cc(CNC(=O)Nc3ccccc3C(F)(F)F)ccc21
  31%[activator]	39%[activator]

Values by screen from the list:
UDG counterscr, compounds 4 to 9, in order: -7%, 0%, 1%, 2%, -12%, 49%[activator]
AID inh, compounds 4 to 9, in order: 8%, -14%, -10%, 22%, -16%, 7%

Carrying on.
Every second line gives: UDG counterscr	AID inh
[16] CSc1ccc(COC(=O)Cc2c[nH]c3ccccc23)cc1
  -3%	-2%
[17] CCCCC(=O)OCc1cc(=O)n2nc(C3CCCCC3)sc2n1
  37%[activator]	37%[activator]
[18] O=C(N/N=C/c1cccs1)c1ccccc1Cl
  1%	-7%
[19] Cc1ccc(C)c(C(=O)NC2C3CC4CC(C3)CC2C4)c1 (centres undefined)
  12%	2%
[20] Cc1cccc2c1-c1sc(C(=O)NCCCN3CCN(c4cccc(Cl)c4)CC3)cc1CO2
  -4%	u
[21] COc1ccc(N2CC(NC(=O)COc3ccc(F)cc3)CC2=O)cc1OC (centres undefined)
  2%	3%
[22] CCc1cc(=O)oc2cc(C)cc(OCC(=O)NCCCN3CCOCC3)c12
  1%	0%
[23] COCCCNC(=O)CN(C)C(=O)c1cccc(C(F)(F)F)c1
  6%	0%
[24] CCCN(CCC)CCCNC(=O)Cn1ncc2c3ccccc3n(Cc3ccccc3)c2c1=O
  -15%[57.5 µM]	-13%
[25] CCN(CC)C(=O)Cn1cc(SCC(=O)Nc2cccc(C)c2)c2ccccc21
  4%	1%
[26] O=C(c1ccccc1)c1ccc(OCc2ccc(-c3ccccc3)cc2)cc1
  9%	6%
[27] COc1ccc(Cl)cc1NC(=O)/C(C#N)=C/c1coc2ccccc2c1=O
  2%	6%
[28] COc1ccccc1NC(=O)NOCc1ccccc1
  -9%	-4%
[29] O=C(CCC1N=C2c3ccccc3N=C(SCc3ccc(F)cc3)N2C1=O)NCc1ccc(F)cc1 (centres undefined)
  -16%	-5%
[30] COCCCNCc1ccc(SC)cc1
  -12%	-2%
[31] Cc1ccc2[nH]cc(C=O)c2c1
  5%	-1%
[32] CCOC(=O)C1CCCN(C(=O)c2nn(-c3ccc(C)cc3)c(=O)n(C)c2=O)C1 (centres undefined)
  17%	3%
[33] O=S(=O)(Nc1nc2n(n1)C(c1ccc(F)cc1)C=C(c1ccc(Cl)cc1)N2)c1ccccc1 (centres undefined)
  5%	-8%
[34] Cc1cccc(Oc2nc(-c3ccccn3)nc3ccccc23)c1
  -6%	-28%
[35] Cc1c(NC(=O)Nc2ccc(Br)cc2F)sc2nc3n(c(=O)c12)CCC(C)CC3 (centres undefined)
  -27%	5%
[36] CCC(C(=O)NCCc1ccc(SC)cc1)n1nc(C)c2sc3ccccc3c2c1=O (centres undefined)
  u	u
[37] Cc1cccc(CCNC(=O)c2nc(-c3ccc(Cl)cc3)n3c2CCCCC3)c1
  -12%[57.5 µM]	u
[38] Cc1ccc(C(=O)NC(Nc2ccc(C)cc2C)C(Cl)(Cl)Cl)cc1 (centres undefined)
  -3%	-9%
[39] O=C1CC(N2CCOCC2)C=C1Nc1ccccc1 (centres undefined)
  -3%	23%
[40] COCCn1c(SCC(=O)Nc2cc(Cl)ccc2OC)nc2c([nH]c3ccccc32)c1=O
  4%	28%
[41] CCCCN(Cc1ccccc1)c1ccc(C(=O)O)cc1NS(=O)(=O)c1ccc(CC(C)C)cc1
  -13%	-15%
[42] NC(=O)N/N=C/c1cccc([N+](=O)[O-])c1
  2%	-3%
[43] Cc1oc2ncnc(N3CCCCC3)c2c1C(=O)NCC1CCN(Cc2cccc(F)c2)CC1
  u	-10%
[44] CC(Cc1ccccc1)NC(=O)C1CCC(C)(C(=O)O)C1(C)C (centres undefined)
  1%	2%
[45] COc1ccc(-c2noc(CCCC(=O)Nc3cccc(Cl)c3C)n2)cc1
  5%	-2%

Among those listed so far, these have a COOH group:
Every second line gives: UDG counterscr	AID inh
[41] CCCCN(Cc1ccccc1)c1ccc(C(=O)O)cc1NS(=O)(=O)c1ccc(CC(C)C)cc1
  -13%	-15%
[44] CC(Cc1ccccc1)NC(=O)C1CCC(C)(C(=O)O)C1(C)C (centres undefined)
  1%	2%

Remaining list, next part
Every second line gives: UDG counterscr	AID inh
[46] CCOC(=O)c1cc(C(O)(C(F)(F)F)C(F)(F)F)c(N)o1
  2%	0%
[47] Cc1ccc(C)c(NC(=O)c2cccc[n+]2[O-])c1
  1%	-3%
[48] O=C(Nc1ccccc1F)C(c1ccccc1)N1Cc2ccccc2C1=O (centres undefined)
  2%	-11%
[49] CCOCCc1nn2c(=O)cc(COC(=O)c3cccs3)nc2s1
  -10%	-10%
[50] COC(=O)CNC(=O)c1ccc(-c2ccccc2)cc1
  9%	2%
[51] CCCNC(=S)Nc1ccc(C)cc1
  -2%	-3%
[52] Cc1ccc(C)c(NC(=O)/C=C/c2cccs2)c1
  -15%	-9%
[53] CC(C)Oc1ccc(C(CC(=O)O)NC(=O)c2ccccc2Cl)cc1 (centres undefined)
  -5%	4%
[54] CCOc1ccccc1NC(=O)CSc1nnc(N)s1
  -17%[57.5 µM]	3%[57.5 µM]
[55] CNc1oc(/C=C/c2cc(OC)c(OC)c(OC)c2)nc1C#N
  -9%	-8%
[56] CC(=O)c1ccc(NC(=O)Cn2nc(N3CCN(c4ccccc4)CC3)ccc2=O)cc1
  -5%[57.5 µM]	2%
[57] Cc1ccc2cc3cc(C(=O)N4CCN(c5ccccc5)CC4)oc3nc2c1
  13%	13%
[58] Cc1sc2nc(SCC(=O)N(C)C)[nH]c(=O)c2c1C
  6%	5%
[59] CCOC(=O)c1c(S(=O)(=O)NCC(=O)NCc2ccc(C)cc2)c(C)n(C)c1C
  22%	5%
[60] CCOC(=O)c1c(NC(=O)COc2cc(C)ccc2C(C)C)sc(C)c1C
  -11%	-2%
[61] COc1ccc(NC(=O)CSc2nc(-c3cccs3)ccc2C#N)cc1
  -5%	18%
[62] CCC1=Nc2cc(C(=O)NCCc3ccc(OC)c(OC)c3)ccc2Sc2ccccc21
  -15%	u
[63] Cc1cccc(NC(=O)N2CCC(CN3CCC(C)CC3)CC2)c1C
  13%	14%
[64] COc1cccc(C(=O)Oc2c(Sc3ccc(C)cc3)c(C)nn2C(C)(C)C)c1OC
  u	-11%
[65] CC(=O)Oc1ccc2c(-c3cc4ccccc4oc3=O)cc(=O)oc2c1
  1%	0%
[66] O=C(NCc1ccccc1CN1CCCC1)c1ccccc1Cl
  -4%	3%
[67] Cc1n[nH]c(C)c1C
  6%	4%
[68] COc1ccc(-n2c(SCC(=O)Nc3ccc(Cl)c(C)c3)nc3n[nH]c(C)c3c2=N)cc1
  15%	-17%
[69] Cc1ccc(C(=O)CSc2nnc3ccc4ccccc4n23)cc1
  -9%	-15%
[70] CCOc1ccccc1NC(=O)Cn1c(=O)n(Cc2ccccc2)c(=O)c2c3c(sc21)CN(C(C)=O)CC3
  -5%	-23%
[71] COc1ccc(C(=O)c2sc(Nc3ccccc3)nc2N)cc1OC
  -3%	-6%
[72] Cc1cccc(-c2nc(SCC(=O)NCC3CCCO3)c3c(=O)n(C)c(=O)n(C)c3n2)c1 (centres undefined)
  8%	-2%
[73] NC(=O)CSc1nc2c(oc3ccccc32)c(=O)n1Cc1ccccc1
  6%	-1%
[74] Cc1ccc2c(C)c(C(=O)Nc3ccc4c(c3)N(C)C(=O)CO4)oc2c1
  -7%	-6%
[75] CCCOc1ccc(-c2cccc(NS(=O)(=O)c3cc(OC)ccc3OC)c2)nn1
  3%	12%
[76] O=C(O)CS(=O)(=O)CCCc1ccccc1
  4%	6%
[77] Cc1nc2cc(NC(C)C(=O)Nc3ccc(C#N)cc3)ccc2o1 (centres undefined)
  -1%	7%
[78] CCCCNC(=O)c1cccc(-n2c(C)nc3cccnc32)c1
  -22%	8%
[79] COc1cc(OC)cc(C(=O)Nc2ccc3oc(-c4ccncc4)nc3c2)c1
  0%	15%
[80] Cc1cccc(NC(=O)CN(C)C(=O)c2cccc(S(=O)(=O)NCC3CCCO3)c2)c1C (centres undefined)
  0%	-6%
[81] O=C(Cc1c(F)cccc1Cl)NCc1cccnc1N1CCOCC1
  9%	1%
[82] COc1cccc(C2CC(=O)Nc3cc4c(cc32)OCO4)c1OC(C)C (centres undefined)
  3%	-10%
[83] COC(=O)C1=C(C)Nc2nc3ccccc3n2C1c1ccc(O)c(OC)c1 (centres undefined)
  -1%	5%
[84] O=C(NC(c1ccccc1)c1cccs1)c1ccccc1 (centres undefined)
  5%	-2%
[85] COc1cc(C2C3=C(CCCC3=O)Nc3nc(SCc4ccccc4Cl)[nH]c(=O)c32)ccc1O (centres undefined)
  1%	4%
[86] CCCNC(=O)CN1C(=O)COc2ccc(S(=O)(=O)N3CCC(C)CC3)cc21
  4%	-20%
[87] Cc1cccc(N2CCN(C(=O)c3cnn(-c4ccccc4Cl)c3C3CCN(C(=O)OC(C)(C)C)CC3)CC2C)c1 (centres undefined)
  15%	-6%
[88] CCCN1CCC(NC(=O)COc2ccc(Cl)cc2C)CC1
  0%	-8%
[89] Cc1ccc(CN(C)Cc2ccc(C#N)cc2)o1
  5%	5%
[90] CCOc1ccc(-n2c(SCC(=O)N3CCCc4ccccc43)nc3c([nH]c4ccccc43)c2=O)cc1
  -1%	-7%

Entries listed so far that have two or more sulfur atoms (8):
Every second line gives: UDG counterscr	AID inh
[2] COc1ccccc1C(=O)Nc1nnc(SCc2cc(=O)c3ccccc3[nH]2)s1
  -13%[57.5 µM]	u
[3] CCN(CC)S(=O)(=O)c1ccc(S(=O)(=O)Nc2c(C)cccc2C)cc1
  -2%	0%
[12] N#Cc1c(-c2ccccc2)cc(-c2cccs2)nc1SCCS(=O)(=O)c1nc2ccccc2s1
  -4%	2%
[36] CCC(C(=O)NCCc1ccc(SC)cc1)n1nc(C)c2sc3ccccc3c2c1=O (centres undefined)
  u	u
[49] CCOCCc1nn2c(=O)cc(COC(=O)c3cccs3)nc2s1
  -10%	-10%
[54] CCOc1ccccc1NC(=O)CSc1nnc(N)s1
  -17%[57.5 µM]	3%[57.5 µM]
[58] Cc1sc2nc(SCC(=O)N(C)C)[nH]c(=O)c2c1C
  6%	5%
[61] COc1ccc(NC(=O)CSc2nc(-c3cccs3)ccc2C#N)cc1
  -5%	18%

The results go on.
Every second line gives: UDG counterscr	AID inh
[91] NNc1ccccc1[N+](=O)[O-]
  4%	-1%
[92] COc1cccc(NC(=O)N(CCC(C)C)C2CCN(C(C)C)CC2)c1
  0%	4%
[93] Cn1c(-c2ccc3ccccc3c2)cc2ccccc21
  -9%	-4%
[94] Cc1cccc(OC(=O)c2ccc(-c3ccccc3)cc2)c1
  3%	3%
[95] O=C(NCCCc1ccccc1)c1cccc2cccnc12
  0%	-10%
[96] COc1cc(OC)cc(-c2nnc(SCC(=O)N3CCC(C)CC3)o2)c1
  -15%	u
[97] COc1ccccc1CNC(=O)CN(c1ccccc1)S(=O)(=O)N(C)C
  -10%	-6%
[98] CC(C)COc1ccc(C(=O)N2CCN(CCc3ccncc3)CC2)cc1
  -30%	4%
[99] Cc1c(Cl)cccc1NC(=O)Nc1nnc(N(C)Cc2ccccc2)s1
  -10%	-8%
[100] CCn1c(-n2nc(C)c(C)c2C)nc2c1c(=O)n(CC(=O)C(C)(C)C)c(=O)n2C
  -7%	-1%
[101] Cc1cc(C(=O)N/N=C/c2ccc(C(C)C)cc2)c2ccccc2n1
  9%	3%
[102] O=C(COc1ccccc1Cl)Nc1nc(-c2ccc(F)cc2)ns1
  -1%[57.5 µM]	7%
[103] COc1cc(Nc2nc(SCC(=O)c3ccc(Br)cc3)nc3ccccc23)cc(OC)c1
  0%[57.5 µM]	u
[104] CCc1nc(C)c(C(=O)O)s1
  5%	1%
[105] CC(=O)c1ccc(NC(=O)COC(=O)c2cc(C)nc3ccccc23)cc1
  -1%	-7%
[106] N#C/C(=C(/O)c1ccccc1)c1nc2ccccc2[nH]1
  -8%	-7%
[107] CCOC(=O)c1cc(-c2ccccc2)n(CCC(=O)NCCc2ccc(C)cc2)c1C
  -3%[57.5 µM]	4%
[108] CCOc1ccccc1C(=O)NC1(C(F)(F)F)C(=O)Nc2c1c(=O)[nH]c(=O)n2-c1ccccc1 (centres undefined)
  1%	18%
[109] O=C(CCC(=O)N1CC2CCCN2c2ccccc21)NCc1ccccc1Cl (centres undefined)
  u	-19%

Copied from the list:
compound 108 @ UDG counterscr: 1%
compound 109 @ AID inh: -19%
compound 107 @ AID inh: 4%

Compound activity deposited in PubChem BioAssay by National Center for Advancing Translational Sciences (NCATS).

These rows are one share of the data, so the mix of outcomes need not match the whole.
